KB-3-1 tox = kills parental KB-3-1 adenocarcinoma cells. KB-3-1 viability, CellTiter-Glo ATP luminescence, 72 h. Potency, µM (doses to about 46.1 µM), for the others: top-dose activity change, negative = cytotoxic, actives largely listed as cytotoxic. 400,000 tested, 1.4% active. AID 1347075; further: potency means the concentration at half of the fitted maximal effect; on the % scale 0 is the no-effect control and ±100 the full control effect; nearly all actives have a fitted effect of over 60% in size
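Multi-concentration cytotoxicity screen in KB-3-1 cells grown in DMEM lacking phenol red with 10% FBS. After 72 h at 37 °C with compound, ATP-dependent luminescence was recorded.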
IL-1B inflam inh = inflammasome signaling inhibition, IL-1 beta readout; THP-1 LPS/ATP IL-1B secretion, AlphaLISA, 16 h; active compounds read low; activity change, % at 57.5 µM; 360,000 tested, 4.7% active; in the data active means activity change below about -50%; inconclusive means mostly about -30% to -49%; further: on the % scale 0 is the no-effect control and ±100 the full control effect
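THP-1 cells pretreated 1 hr with compounds (up to 57.5 uM final), then stimulated with LPS (250 ng/mL final) plus ATP (1.25 mM final); secreted IL-1B measured by AlphaLISA after 16 hr, decreased signal indicating inhibition.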
ATXN2 expr inh = inhibitors of ATXN2 expression; HEK-293 ATXN2-luciferase reporter, luminescence, 24 h; Potency, µM (doses to about 57 µM), for inactives: at the top dose activity change, negative = inhibition, hits mostly inhibitors; 360,000 tested, 0.72% active; AID 1745845; further: potency means the concentration at half of the fitted maximal effect; on the % scale 0 is the no-effect control and ±100 the full control effect; nearly all actives have a fitted effect of over 55% in size
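ATXN2-luciferase reporter cells (luciferase flanked by upstream and downstream ATXN2 gene portions) were treated 24 h at 37 °C with compounds at up to 57 uM. SteadyGlo luminescence gave expression; GF-AFC fluorescence gave viability.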
HT1080 IDH1KD tx = kills HT-1080 cells with IDH1 knockdown; HT-1080 IDH1 knockdown viability, ATP luminescence, 48 h; Potency, µM (doses to about 46.1 µM), for inactives: top-dose activity, negative = toxicity, hits mostly cytotoxic; 360,000 tested, 2% active; AID 686971;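 further: potency means the concentration at half of the fitted maximal effect; 0% = DMSO wells and -100% = cell-free medium wells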
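Viability of IDH1-knockdown HT-1080 fibrosarcoma cells was assessed by CellTiter-Glo after 48 h at 37 °C with titrated compound; concentration-effect curves were classified by fit quality and response size.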
KB-V1 cytotox = kills drug-selected multidrug resistant KB-V1 cells. KB-V1 MDR cells viability, CellTiter-Glo, 72 h. Potency, µM (highest dose often 46.1 µM), for the others: top-dose activity change, negative = cytotoxicity, actives largely listed as cytotoxic. 400,000 tested, 3.4% active. AID 1347076; further: potency means the concentration at half of the fitted maximal effect; on the % scale 0 is the no-effect control and ±100 the full control effect; nearly all actives have a fitted effect of over 60% in size
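Luminescent ATP read-out (CellTiter-Glo, 10 min) measures survival of drug-selected KB-V1 MDR cells after 72 h, 37 degrees C compound exposure. Medium: phenol-red-free DMEM, 10% FBS. Values from fitted concentration-response curves.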
MCF10A rerep = inducers of DNA re-replication in MCF 10A breast cells. 350,000 tested, 2.9% active. Potency, µM (top dose mostly 46.1 µM), for inactives: at the top dose activity, positive = re-replication, hits mostly activators. MCF 10A DNA re-replication, Hoechst nuclear intensity, 48 h. AID 624296; further: potency means the concentration at half of the fitted maximal effect; % of control where 0% means no effect; nearly all actives have a fitted effect of over 50% in size
WRN helicase inh = WRN helicase (human) inhibition; Q14191; WRN helicase unwinding, fluorescent forked duplex, kinetic; Potency, µM (top dose mostly 114 µM), for inactives: top-dose activity change, negative = inhibition, most hits filed as inhibitors; 360,000 tested, 0.46% active; AID 651768; further: potency means the concentration at half of the fitted maximal effect; on the % scale 0 is the no-effect control and ±100 the full control effect; nearly all actives have a fitted effect of over 55% in size
Target sequence (Q14191 whole entry, looked up): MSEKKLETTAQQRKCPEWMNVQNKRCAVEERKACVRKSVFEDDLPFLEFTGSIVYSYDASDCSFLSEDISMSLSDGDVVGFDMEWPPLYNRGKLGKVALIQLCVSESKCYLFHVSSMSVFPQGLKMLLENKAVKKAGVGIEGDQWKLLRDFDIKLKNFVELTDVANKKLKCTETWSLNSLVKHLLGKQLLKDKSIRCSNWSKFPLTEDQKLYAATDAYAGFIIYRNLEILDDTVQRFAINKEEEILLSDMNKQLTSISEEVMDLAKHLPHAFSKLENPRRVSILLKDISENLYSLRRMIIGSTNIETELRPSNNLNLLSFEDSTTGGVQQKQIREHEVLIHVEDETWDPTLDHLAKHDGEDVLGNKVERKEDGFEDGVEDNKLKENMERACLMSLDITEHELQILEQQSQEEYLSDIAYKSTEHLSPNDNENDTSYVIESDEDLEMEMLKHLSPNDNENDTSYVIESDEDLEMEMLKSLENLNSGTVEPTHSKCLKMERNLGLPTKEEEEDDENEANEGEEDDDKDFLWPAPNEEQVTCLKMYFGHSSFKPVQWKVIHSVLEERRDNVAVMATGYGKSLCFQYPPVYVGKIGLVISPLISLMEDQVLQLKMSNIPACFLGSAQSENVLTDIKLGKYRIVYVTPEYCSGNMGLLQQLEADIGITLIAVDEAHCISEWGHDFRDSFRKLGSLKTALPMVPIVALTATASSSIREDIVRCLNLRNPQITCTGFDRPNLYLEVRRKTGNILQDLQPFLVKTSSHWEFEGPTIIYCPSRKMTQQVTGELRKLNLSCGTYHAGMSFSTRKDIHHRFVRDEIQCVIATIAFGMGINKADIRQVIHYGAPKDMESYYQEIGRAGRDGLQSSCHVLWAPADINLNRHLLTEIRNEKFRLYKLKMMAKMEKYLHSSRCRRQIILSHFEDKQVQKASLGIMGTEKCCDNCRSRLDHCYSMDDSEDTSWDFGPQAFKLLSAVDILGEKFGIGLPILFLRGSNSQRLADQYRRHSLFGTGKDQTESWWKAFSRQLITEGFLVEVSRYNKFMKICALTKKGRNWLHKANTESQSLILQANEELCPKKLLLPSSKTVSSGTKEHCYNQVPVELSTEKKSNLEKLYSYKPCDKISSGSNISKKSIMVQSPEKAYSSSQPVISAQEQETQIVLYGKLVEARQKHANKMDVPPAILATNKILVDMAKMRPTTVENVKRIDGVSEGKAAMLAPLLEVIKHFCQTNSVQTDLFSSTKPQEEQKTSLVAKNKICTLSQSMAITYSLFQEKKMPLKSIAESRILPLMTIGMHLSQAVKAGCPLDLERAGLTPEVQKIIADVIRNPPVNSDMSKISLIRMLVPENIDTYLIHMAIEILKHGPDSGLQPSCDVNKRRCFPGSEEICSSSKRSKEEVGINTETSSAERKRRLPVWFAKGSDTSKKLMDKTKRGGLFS
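WRN at 20 nM final preincubated with compound 15 min at room temperature; reaction started with 100 nM fluorophore/quencher forked duplex oligonucleotide and 2 mM ATP final. Unwinding followed kinetically by red fluorescence (ex 525, em 598 nm).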
HT1080-NT tox = kills 2HG-producing HT-1080-NT fibrosarcoma cells | 360,000 tested, 1.6% active | AID 686970 | Potency, µM (highest dose often 46.1 µM), for inactives: at the highest dose activity, negative = less viability, actives largely listed as cytotoxic | HT-1080-NT fibrosarcoma viability, CellTiter-Glo ATP luminescence, 48 h;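 further: NT is the 2HG producing partner of a matched IDH1 knockdown line; potency means the concentration at half of the fitted maximal effect; 0% = DMSO-treated cells and -100% = media-only wells without cells; nearly all actives have a fitted effect of over 55% in size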
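Viability of the 2HG-overproducing fibrosarcoma line after 48 hours of compound exposure at 37 degrees C was determined by luminescence with CellTiter-Glo, and concentration-effect curves were then fitted and categorized.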
SW480 rereplic = inducers of DNA re-replication in SW480 colon cancer cells; SW480 DNA re-replication, Hoechst DNA content imaging, 48 h; Potency, µM (titrated, usually from 46.1 µM), for the others: at the top dose re-replication activation, hits mostly activators; 340,000 tested, 1.8% active; AID 624297; further: potency means the concentration at half of the fitted maximal effect; % of control where 0% means no effect; nearly all actives have a fitted effect of over 55% in size
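SW480 cells exposed to compounds for 48 hr at 37 C, 5% CO2, then Hoechst-stained 40 min. Nuclear DNA content imaged by fluorescence scanning (405 nm excitation, 500-530 nm emission); re-replication scored as increased high-intensity nuclei.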
The depositor's hits bear a star; ? = inconclusive; / = not tested or not shown; & = joins results of further samples; [ ] = remark or other dose. Unless noted, the call rests on the fitted dose curve; in most records, active means well fitted curve in the direction sought with a large enough effect; inconclusive means small, poorly fitted or top-dose-only effect, or another doubt; inactive means no such curve, though single readings can be large; an effect the other way counts as inactive or inconclusive.

Compound	KB-3-1 tox	IL-1B inflam inh	ATXN2 expr inh	HT1080 IDH1KD tx	KB-V1 cytotox	MCF10A rerep	WRN helicase inh	HT1080-NT tox	SW480 rereplic
CCCCc1nnc(NC(=O)CSc2nc(O)c(-c3ccccc3)c(=O)[nH]2)s1	-5%	4	-3%	0%	5%	3%	-4%	-2%	-5%
CC12CCC(C(=O)Nc3nccs3)(OC1=O)C2(C)C (configuration not stated)	2%	-11	/	-1%	-7%	0%	-8%	3%	-17%
COC(=O)c1ccccc1NS(C)(=O)=O	5%&4%	7	7%	17%	?	-12%	-3%	15%	-2%
CN(/N=C/c1cc(Cl)cc(Cl)c1O)C(=S)NC(C)(C)C	?	0	/	-20%	?	?	-15%	?	?
CC(C)CNC(=O)c1ccccc1N(Cc1ccccc1)S(C)(=O)=O	4%	-11	6%	6%	1%	1%	7%	-9%	12µM*
CN(C(=O)COC(=O)c1cccc(S(=O)(=O)N2CCCCCC2)c1)C1CCS(=O)(=O)C1 (configuration not stated)	1%	3	2%	1%	-12%	1%	-9%	1%	-15%
CC(NC(=O)c1ccc(Br)s1)c1ccncc1 (configuration not stated)	-16%	3	-29%	-14%	-44%	0%	0%	-2%	-6%
CCN(Cc1cc2ccccc2[nH]c1=O)C(=O)c1cccnc1	-1%	10	0%	4%	-13%	-10%	4%	5%	-4%

Some of the entries so far, with each value named:
CC12CCC(C(=O)Nc3nccs3)(OC1=O)C2(C)C (configuration not stated)
  KB-3-1 tox = 2%
  IL-1B inflam inh = -11
  ATXN2 expr inh = /
  HT1080 IDH1KD tx = -1%
  KB-V1 cytotox = -7%
  MCF10A rerep = 0%
  WRN helicase inh = -8%
  HT1080-NT tox = 3%
  SW480 rereplic = -17%
COC(=O)c1ccccc1NS(C)(=O)=O
  KB-3-1 tox = 5%&4%
  IL-1B inflam inh = 7
  ATXN2 expr inh = 7%
  HT1080 IDH1KD tx = 17%
  KB-V1 cytotox = ?
  MCF10A rerep = -12%
  WRN helicase inh = -3%
  HT1080-NT tox = 15%
  SW480 rereplic = -2%
CN(/N=C/c1cc(Cl)cc(Cl)c1O)C(=S)NC(C)(C)C
  KB-3-1 tox = ?
  IL-1B inflam inh = 0
  ATXN2 expr inh = /
  HT1080 IDH1KD tx = -20%
  KB-V1 cytotox = ?
  MCF10A rerep = ?
  WRN helicase inh = -15%
  HT1080-NT tox = ?
  SW480 rereplic = ?
CC(C)CNC(=O)c1ccccc1N(Cc1ccccc1)S(C)(=O)=O
  KB-3-1 tox = 4%
  IL-1B inflam inh = -11
  ATXN2 expr inh = 6%
  HT1080 IDH1KD tx = 6%
  KB-V1 cytotox = 1%
  MCF10A rerep = 1%
  WRN helicase inh = 7%
  HT1080-NT tox = -9%
  SW480 rereplic = 12µM*

More records.
Compound	KB-3-1 tox	IL-1B inflam inh	ATXN2 expr inh	HT1080 IDH1KD tx	KB-V1 cytotox	MCF10A rerep	WRN helicase inh	HT1080-NT tox	SW480 rereplic
COc1cc(OC)cc(C(=O)Nn2c(C)nc3ccccc3c2=O)c1	11%	14	-5%	11%	-16%	6%	-19%	12%	-2%
C=CCc1ccccc1OCC(O)CN1CCN(CCO)CC1 (configuration not stated)	-1%	10	-8%	7%	17%	8%	-1%	11%	3%
O=C(Nc1cccc(C(=O)N2CCCCC2)c1)c1ccccc1	-6%	-1	8%	6%	1%	-2%	7%	?	-2%
CCNc1cc(N2CCN(S(=O)(=O)c3ccc4c(c3)CCCC4)CC2)ccc1[N+](=O)[O-]	-13%	11	7%	-5%	1.5µM*	18%	-1%	5%	3%
CSC1=NCCN1C(=O)COc1ccc2ccccc2c1	17%	-12	5%	10%	?	7%	5%	0%	-4%
COC(=O)c1ccc2nc(-c3ccc(Cl)cc3)c(Cc3ccc(OC)cc3C)n2c1	?	-5	31%[activator]	14%	?	/	-9%	15%	/
CC1(C)C2CCC1(C)C(OC(=O)CC(=O)O)C2 (configuration not stated)	-7%	42	1%	-9%	7%	-1%	4%	4%	-1%
CCOc1ccc(CCN2C(=O)C(=O)N([C@@H](CC(C)C)CN3CCC[C@H]3CN3C(=O)C(=O)NC[C@@H]3CC(C)C)C[C@@H]2CC(C)C)cc1	2%	-28	-8%	5%	1%	/	5%	7%	/
Cn1c2ccccc2c(=O)c2c(=O)n(C3CCCCC3)c(-c3ccco3)nc21	?	5	13%	-1%	-27%	0%	-10%	-1%	-9%
Cc1nc(NC(=O)c2ccccc2)sc1-c1csc(N)n1	3.7µM*	0	?	?	?	16µM*	-13%	-19%	-1%
Cc1ccc(C(=O)OCC(=O)Nc2cc(Cl)ccc2C#N)o1	3%	4	/	6%	-9%	/	8%	0%	/
O=C(Nc1cnccn1)c1cccc(C(F)(F)F)c1	8%	-18	14%	2%	0%	-10%	2%	-3%	-7%
COc1ccc(C(=O)c2c(C)oc3ccc(O)c(CN4CCOCC4)c23)cc1	?	1	-19%	-14%	?	16%	-1%	-8%	2%
CC(C)n1ncc2c(C(=O)N3CCN(S(=O)(=O)c4cccc(F)c4)CC3)cc(C3CC3)nc21	-2%	22	/	10%	-14%	/	10%	-4%	/
O=C(O)c1ccc(N=NN2CCOCC2)cc1	-8%	0	2%	21%	-2%	12%	0%	7%	8%
Cc1occc1C(=O)N1CCN(c2ncccn2)CC1	2%	32	5%	13%	-1%	-8%	1%	16%	-3%
CCCn1c(=O)[nH]c(=O)c2c1nc(-c1cccs1)n2CCOC	19%	63	1%	-1%	-30%	1%	1%	6%	-1%
CC(=O)N1CCc2cc(S(=O)(=O)C(C)CC(=O)NCc3ccc(C)o3)ccc21 (configuration not stated)	-3%	19	4%	2%	-12%	-1%	-23%[11.6 µM]	7%	-12%
N#C/C(=C/c1ccc(F)cc1)C(N)=S	10%	37	-23%	8%	-22%	-39%[inhibitor]	-10%	18%	-80%[inhibitor]
O=C(N/N=C/c1ccccc1)c1cc[n+]([O-])cc1	5%	0	4%	0%	10%	-24%	-1%[57.1 µM]	0%	?
COc1ccc(C)cc1NC(=O)CSc1nnc(-c2ccco2)n1Cc1ccco1	0%	-27	-10%	1%	-6%	7%	-19%	2%	10%
COc1cccc(NC(=O)CNS(=O)(=O)c2ccc(Cl)cc2)c1	16%	20	2%	-20%	3%	0%	-2%	-7%	-1%
Cc1cc(C(=O)NC2CCCc3ccccc32)no1 (configuration not stated)	-18%	6	2%	-1%	0%	-7%	-3%	21%	-14%
Cc1nnc(SCC(=O)Nc2ccc3[nH]c(=O)[nH]c3c2)s1	-9%	1	3%	14%	6%	2%	-33%	15%	-7%

More compounds.
Fields: KB-3-1 tox	IL-1B inflam inh	ATXN2 expr inh	HT1080 IDH1KD tx	KB-V1 cytotox	MCF10A rerep	WRN helicase inh	HT1080-NT tox	SW480 rereplic
> Cc1ccc(NC(=O)CSCCc2ccccn2)nc1
→ 15%	0	?	8%	5%	-2%	-7%	18%	-3%
> CC(=O)Nc1cccc(NC(=O)C2CCCN2C(=O)Nc2ccccc2C)c1 (configuration not stated)
→ 1%	18	7%	?	-2%	?	1%	4%	-2%
> O=C(CCCn1c(=S)[nH]c2ccsc2c1=O)Nc1ccc2c(c1)OCO2
→ 12%	17	8%	-1%	-25%	0%	-13%	-13%	-4%
> Cc1cccc(C)c1OCC(O)CN1CCC(CN2C(=O)c3cccc4cccc(c34)C2=O)CC1 (configuration not stated)
→ 21µM*	-17	?	-10%	?	?	14%[57.1 µM]	1%	?
> CCc1nnc(NC(=O)CSc2nnc(-c3ccco3)o2)s1
→ -10%	-3	-25%	3%	-5%	4%	0%	-4%	1%
> O=C(c1cccnc1)N1CCN(C(=O)c2cccs2)CC1
→ 7%	-3	-1%	8%	2%	5%	13%	6%	-8%
> Cc1ccccc1-n1c(Cn2c(=O)sc3ccccc32)nnc1SCC(N)=O
→ -3%	9	2%	2%	0%	0%	5%	-2%	-3%
> O=C(Nc1cnccn1)C1c2ccccc2Oc2ccccc21
→ 0%	-5	-7%	1%	11%	-24%	2%	-1%	-2%
> CCCc1ccc2oc(C(=O)N3CCC(N4CCCC(O)C4)CC3)c(C)c2c1 (configuration not stated)
→ 0%	-30	4%	?	3%	?	8%	?	16%
> CCn1nnnc1SCC(=O)c1cc(OC)ccc1OC
→ 15%	-23	5%	6%	?	0%	1%	12%	-13%
> O[C@H]1CN(CC2CCCCC2)[C@@H](c2ccccc2)C[C@@H]1n1cc(C2CC2)nn1
→ -3%	16	-7%	-9%	?	/	0%	-13%	/
> CCOc1ccc(N2CC(C(=O)Nc3ccc(S(=O)(=O)N4CCOCC4)cc3)CC2=O)cc1 (configuration not stated)
→ 5%	-9	3%	2%	5%	0%	7%	5%	-2%
> Cc1ccc(C(=O)NCCCNC(=O)Cc2ccccc2)cn1
→ 2%	1	3%	1%	10%	2%	-4%	-1%	-35%[inhibitor]
> Cc1nc2sc(C(c3ccc(Br)cc3)N3CC(C)OC(C)C3)c(O)n2n1 (configuration not stated)
→ -2%	-2	-14%	-3%	-3%	1%	-6%	-3%	1%
> O=C(COC(=O)C1CCN(S(=O)(=O)c2ccc3c(c2)OCCO3)CC1)Nc1ccc(C(F)(F)F)cc1
→ 6%	11	6%	-8%	0%	1%	-10%	0%	1%
> Cc1ccccc1C(=O)NNC(=S)NC(=O)c1ccccc1
→ ?	26	?	?	?	?	-8%	?	2%
> CN(CCNC(=O)C1CCN(S(=O)(=O)c2cnc[nH]2)CC1)Cc1ccccc1
→ 8%	10	-3%	6%	?	-4%	0%	13%	0%
